Yeast tox: yeast growth toxicity, wild-type and mutant, primary screen, cytotoxicity control for eIF2B function restoration project, wild-type and eIF2Bepsilon R284H mutant, A595 | S. cerevisiae wild-type growth, A595 turbidity, 16 h | 30,000 tested, 0.3% active | growth inhibition, % at 25 µM (by protocol) | AID 685, 2007;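 active = mutant and wild-type yeast strains alike exhibit over 30% growth inhibition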;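 note: 0% = untreated cell controls and 100% = YPD media blanks without cells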
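Incubation: 16 h growth with compound, 30 °C; Material: S. cerevisiae wild-type or eIF2Bepsilon-R284H mutant strain; Signal: turbidity measured as absorbance at 595 nm; Medium: YPD yeast growth medium; Measure: growth inhibition (%) versus cell controls and blanks; Doses: 25 µM single dose.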
eIF2B yeast act: GCN4-lacZ reporter reduction in eIF2B-epsilon mutant yeast, primary screen, S. cerevisiae, eIF2B-epsilon R284H, Beta-Glo luminescence. inhibition, % at 25 µM (by protocol). 27,000 tested, 0.91% active;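 active = mutant luminescence inhibited past about 50% while wild type luminescence and mutant growth stay under set limits, limit read from the data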; note: some compounds called inactive have numbers as strong as hits
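material = yeast eIF2B-epsilon R284H mutant carrying GCN4–beta-galactosidase fusion | schedule = 16 h growth with compound at 30 °C, 90 min Beta-Glo step | measured by = luminescence and A595 | compound dosing = one concentration, 25 µM, 0.25% DMSO | read-out basis = % inhibition of reporter signal and growth versus controls | buffer or medium = YPD medium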
Yeast tox inhibition %: further read-out of Yeast tox, marked with its call; growth inhibition, %; S. cerevisiae eIF2Bepsilon-R284H mutant growth, A595 turbidity, 16 h;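 each compound tested once at 25 µM; 0% equals untreated cells and 100% equals cell-free medium blanks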
eIF2B yeast act mutant toxicity: second read-out of eIF2B yeast act, no call of its own (marks repeat the call); growth inhibition, %; measured here: mutant yeast growth, toxicity;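 each compound tested once at 25 µM; zero equals untreated control growth and 100 equals blank medium absorbance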
An asterisk follows results filed as active; x = no result given. This is a subset, so the mix of outcomes need not match the whole.

SMILES	Yeast tox	Yeast tox inhibition %	eIF2B yeast act	eIF2B yeast act mutant toxicity
COC(=O)Cc1ccc(NC(=O)c2ccc(C)c(C)c2)cc1	11	16	15	16
Fc1ccc(CN2CCCCCCC2)cc1F	x	x	5	x
Cc1nc(CN2CCN(C(=O)NC3(c4ccccc4)CC3)CC2)cs1	24	-10	14	-10
CS(=O)(=O)N1CCN(C(=O)C(Sc2ccccc2)c2ccccc2)CC1 (centres undefined)	-36	13	13	13
COc1ccc(NC(=O)NS(=O)(=O)c2ccc(C)cc2)c(OC)c1	3	-9	-2	-9
COCON1C(=O)CN(C(C)=O)C1c1ccc(Cl)cc1Cl (centres undefined)	16	-23	22	-23
CCn1c(COc2ccccc2C(N)=O)nc2ccccc21	-21	-16	23	-16
O=C(Nc1cccc(NC(=O)C2CC3CCCC(C2)C3=O)n1)C1CC2CCCC(C1)C2=O (centres undefined)	x	x	29	x
C(=N\n1cnnc1)/c1cccs1	28	16	-1	16
O=C(c1cccs1)N1CCCC(c2nc(-c3ccc(F)cc3)no2)C1 (centres undefined)	8	-29	23	-29
CCOc1ccccc1NC(=O)N1CCC(c2nc3ccccc3[nH]2)CC1	8	22	16	22
CC(O)CNc1nc2ccccc2n1CC(=O)NCCc1ccc(Cl)cc1 (centres undefined)	14	-24	10	-24

Filtered by structure, the entries above with a halogen
SMILES	Yeast tox	Yeast tox inhibition %	eIF2B yeast act	eIF2B yeast act mutant toxicity
Fc1ccc(CN2CCCCCCC2)cc1F	x	x	5	x
COCON1C(=O)CN(C(C)=O)C1c1ccc(Cl)cc1Cl (centres undefined)	16	-23	22	-23
O=C(c1cccs1)N1CCCC(c2nc(-c3ccc(F)cc3)no2)C1 (centres undefined)	8	-29	23	-29
CC(O)CNc1nc2ccccc2n1CC(=O)NCCc1ccc(Cl)cc1 (centres undefined)	14	-24	10	-24

The main list resumes, repeating the 3 entries before the break.
SMILES	Yeast tox	Yeast tox inhibition %	eIF2B yeast act	eIF2B yeast act mutant toxicity
O=C(c1cccs1)N1CCCC(c2nc(-c3ccc(F)cc3)no2)C1 (centres undefined)	8	-29	23	-29
CCOc1ccccc1NC(=O)N1CCC(c2nc3ccccc3[nH]2)CC1	8	22	16	22
CC(O)CNc1nc2ccccc2n1CC(=O)NCCc1ccc(Cl)cc1 (centres undefined)	14	-24	10	-24
Cc1cccc(C(=O)NCC2CCCO2)c1 (centres undefined)	1	-42	-5	-42
Cc1ccc(S(=O)(=O)CC(c2ccccc2)N2CCOCC2)cc1 (centres undefined)	1	-4	6	-4
O=c1c2c([nH]c3ccccc13)CCCC2	-12	-32	18	-32
CSc1nc(N)nc(SCCS(=O)(=O)c2ccc(Cl)cc2)c1C#N	-12	-3	25	-3
CCOC(=O)Cc1cc(=O)c2c(=O)n(-c3ccccc3)[nH]c2[nH]1	32	18	-9	18
CC1(C)CC(=O)NC=C(c2ccccc2)C1	2	16	37	16
O=C(NCc1ccco1)c1ccc2c(c1)C(=O)c1ccccc1-2	-12	11	60	11
CCN(Cc1ccncc1)C(=O)C1CCN(S(=O)(=O)c2cccs2)CC1	12	5	14	5
O=C(Nc1cc(C(F)(F)F)ccc1N1CCOCC1)c1cccnc1	9	5	-60	5
CC(C)(C)OC(=O)Cn1c(=O)cnc2ccccc21	7	10	x	x
O=C(NCCO)c1cc2c(s1)CCC2	-5	-5	32	-5
Cn1c(N)c(C(=O)COC(=O)C2(c3ccccc3F)CCCC2)c(=O)n(C)c1=O	-17	7	6	7

Brought forward from above: seven entries, followed by the next part.
SMILES	Yeast tox	Yeast tox inhibition %	eIF2B yeast act	eIF2B yeast act mutant toxicity
CC1(C)CC(=O)NC=C(c2ccccc2)C1	2	16	37	16
O=C(NCc1ccco1)c1ccc2c(c1)C(=O)c1ccccc1-2	-12	11	60	11
CCN(Cc1ccncc1)C(=O)C1CCN(S(=O)(=O)c2cccs2)CC1	12	5	14	5
O=C(Nc1cc(C(F)(F)F)ccc1N1CCOCC1)c1cccnc1	9	5	-60	5
CC(C)(C)OC(=O)Cn1c(=O)cnc2ccccc21	7	10	x	x
O=C(NCCO)c1cc2c(s1)CCC2	-5	-5	32	-5
Cn1c(N)c(C(=O)COC(=O)C2(c3ccccc3F)CCCC2)c(=O)n(C)c1=O	-17	7	6	7
COc1ccccc1S(=O)(=O)n1cc(Cc2ccccc2)c(N)n1	11	-3	42	-3
Cc1cc(NC(=O)CCSc2nc(-c3ccco3)cc(C(F)(F)F)n2)n(-c2ccccc2)n1	1	4	16	4
CCOC(=O)N1CCC(NC(=O)c2ccc3c(c2)N(C)CCS3)CC1	-2	-5	16	-5
O=C(Nc1ccc2c(c1)OCO2)c1cccs1	24	22	19	22
CCOC(=O)c1oc2nc(C)c3c(c2c1N)CC(C)(C)OC3	4	3	-12	3
CCc1nnc(NC(=O)CSc2nnc(C)n2-c2ccc(C)cc2)s1	12	11	23	11
O=C(COc1ccc(Cl)cc1)N1CCN(S(=O)(=O)c2ccccc2)CC1	9	24	23	24
O=C1CC(N2CCN(c3ccccc3)CC2)C(=O)N1c1ccc2c(c1)OCCO2 (centres undefined)	5	19	x	x
CCc1cc(=O)oc2cc(OC(C)=O)cc(OC(C)=O)c12	4	5	8	5
COC(=O)c1c(NC(=O)c2ccc(Br)s2)sc2c1CCC2	10	-16	19	-16
CCCCNC(=O)CN1C(=O)C(CC)Oc2ccc(Cl)cc21 (centres undefined)	-1	-9	28	-9
Cc1ccc(C(C(=O)NC2CCCC2)N(Cc2ccc(F)cc2)C(=O)c2csnn2)o1 (centres undefined)	-8	-27	33	-27
O=C(CSc1nccc(=O)[nH]1)Nc1ccc(Br)c(Cl)c1	22	11	0	11
Cc1ccc(C(=O)Nc2ccc(F)cc2F)o1	0	10	44	10
CCCOC(=O)C1[C@H]2C(=O)N(CC3CCCO3)C[C@]23C=C[C@H]1O3 (some centres undefined)	21	12	-25	12
Cc1noc(C)c1C(=O)OCC(=O)Nc1ccccc1Oc1ccccc1	10	21	x	x
COc1cccc(/C=c2\sc3nc(-c4cccs4)nn3c2=O)c1OC	3	-27	6	-27
Cc1nnc(SCCC(=O)Nc2ccc(F)cc2)s1	11	16	17	16
CC(=O)NC1=NN(C(C)=O)C(C)(c2ccc(Cl)s2)S1 (centres undefined)	2	7	44	7
CC1CN(c2nn3c(=O)c4ccccc4nc3c3ccccc23)CC(C)O1 (centres undefined)	19	-4	25	-4
O=S(=O)(/C=C/c1ccccc1)Nc1ccc(N2CCOCC2)cc1	15	4	24	4
CC1=C(C(=O)Nc2ccccc2)C(c2cccnc2)n2nc(-c3cccnc3)nc2N1 (centres undefined)	0	17	-29	17
O=C(CN1C(=O)C2C3C=CC(C3)C2C1=O)N1CC=C(c2ccccc2)CC1 (centres undefined)	2	26	-6	26
COc1ccc(C=C(c2ccc(OC)cc2)c2ccc(OC)cc2)cc1	7	19	8	19
COCCNC(=O)COc1ccccc1Cl	-8	-9	18	-9
N#CC(C(=O)NC1CCCCC1)c1nc2ccccc2nc1N1CCN(c2ccc(F)cc2)CC1 (centres undefined)	-4	19	23	19
CCOC(=O)c1cc2c(=O)n3ccccc3nc2n(Cc2ccccc2Cl)c1=N	7	-5	26	-5
CNCC(O)COc1ccccc1 (centres undefined)	11	16	22	16
Cc1cc(C)c(NC(=O)CS(=O)CC(=O)N2CCN(c3ccccc3)CC2)c(C)c1 (centres undefined)	13	-4	14	-4
Cc1ncoc1C(=O)Nc1cccc(Cl)c1	-3	2	6	2
CCCCn1c(C)cc2cc(O)ccc21	14	-4	23	-4
CCCSc1nnc(-c2ccccc2NC(=O)CC)c(=O)[nH]1	8	28	-8	28
CCOC(=O)c1cc(CNC(=O)c2c(C)oc3c2CCCC3)c(C)o1	-5	10	-6	10
CCOc1cc(C(=O)N2CCN(C/C=C/c3ccccc3)CC2)cc(OCC)c1OCC	2	9	x	x
CCC(Cc1ccccc1)NC(=O)CCn1cccc1 (centres undefined)	6	-14	4	-14
O=C(Oc1ccc2c(c1)OCO2)c1cccs1	12	4	14	4
CS(=O)(=O)N(CC(=O)N1CCN(c2ccc(F)cc2)CC1)C1CCCCC1	3	5	-2	5
CN(C)S(=O)(=O)c1cccc2nsnc12	-12	-3	28	-3
CC(C)c1nnc(SCC(=O)NCCC2=CCCCC2)n1N	12	19	18	19
CCCC(CCC)C(=O)NCCN1CCOCC1	4	11	-12	11
CC(NC(=O)c1ccc(N(C)C)cc1)C(c1cccs1)N1CCN(C)CC1 (centres undefined)	-3	-8	7	-8
CC(=O)c1c(C)[nH]c(C(=O)CSc2nnc(-c3ccco3)n2Cc2ccccc2)c1C	-12	-35	17	-35
O=c1cc(O)n(-c2ccc(Cl)cc2)c(=S)[nH]1	1	6	x	x
O=C(NCc1ccco1)c1cccc(NC(=O)c2ccccc2)c1	-31	4	15	4
CSc1nc(N)c2c3c(sc2n1)COC(C(C)C)C3 (centres undefined)	1	5	x	x
CC(C)c1c(O)nc(SCc2ccccc2)[nH]c1=O	3	-16	-4	-16
COc1ccc(-c2cc(C(F)(F)F)nc(-n3cc(Cl)cn3)n2)cc1	-4	0	x	x
O=c1cc(N2CCCC2)[nH]c(=O)n1-c1ccc(Cl)cc1	0	-8	-28	-8
O=C(O)C(Oc1ccc2c3c(c(=O)oc2c1)CCC3)c1ccccc1 (centres undefined)	-10	15	10	15
Cc1nn(-c2ccccc2)c2c1C(c1cccs1)C(C#N)=C(N)O2 (centres undefined)	2	16	x	x
O=C(Nc1ccncc1)c1cccs1	-16	0	57	x
CCN1CCN(Cc2ccc(OC)c(OCc3ccccc3)c2)CC1	9	10	-23	10
Cc1ccc2nc(C)c(C)nc2c1N	-2	19	21	19
O=C(Nc1ccc(Cl)cc1)N1CCCN(Cc2ccccc2F)C1	7	18	x	x
COc1ccc(CN2CC(C(=O)NCCCN3CCCCCC3)CC2=O)cc1 (centres undefined)	7	10	5	10
COC(=O)c1c(NC(=O)CSc2nnc(CNc3ccc(Cl)cc3)o2)sc(C)c1C	-3	13	21	13
COC(=O)C1=C(C)OC(N)=C(C#N)C1c1ccco1 (centres undefined)	12	8	34	8
OC(COc1ccc2ccccc2c1Br)Cn1cnc(-c2ccccc2)c1 (centres undefined)	12	9	-5	9
N#CCCn1c(SCC(=O)NCCc2ccc(F)cc2)nc2ccccc21	-1	-5	29	-5
Cc1ccc(NC(=O)CCn2c(=O)oc3ccccc32)c(C)c1	5	2	24	2
Following part.
SMILES	Yeast tox	Yeast tox inhibition %	eIF2B yeast act	eIF2B yeast act mutant toxicity
O=C(N/N=C/c1cccc(OCc2ccccc2)c1)c1cccs1	11	10	11	10
CC(=O)c1oc2ccccc2c1NC(=O)CN1CCCCC1	3	-7	23	-7
COC(=O)c1cc(=O)nc2sc3ccccc3n12	9	20	x	x
Cn1c(=O)cc(OCCCC(=O)NCc2ccccn2)c2ccccc21	0	35	-6	35
CCOC(=O)c1sc2ccc(S(=O)(=O)N3CC(C)CC(C)C3)cc2c1N (centres undefined)	-1	-3	10	-3
Cc1nc2sc(C(c3ccc(Cl)cc3)N3CCN(c4ccccc4F)CC3)c(O)n2n1 (centres undefined)	-7	-21	19	-21
O=C(c1cccc(Br)c1)N1CCN(C(=O)c2cccc(Br)c2)CC1	-32	-14	44	-14
CCOc1ccc(C2C(C#N)=C(N)Oc3nc[nH]c(=O)c32)cc1OC (centres undefined)	16	-14	18	-14
COC(=O)CSC1=C(C#N)C(c2ccc(Cl)cc2)C(C(=O)OC)C(=O)N1 (centres undefined)	8	15	13	15
Cn1c(=O)c2c(nc(SCc3cccnc3)n2Cc2ccc(F)cc2)n(C)c1=O	-2	11	19	11
O=C(c1ccc(C(=O)N2CCCc3ccccc32)nc1)N1CCCc2ccccc21	1	-23	12	-23
CCOc1ccc(CCNC(=O)Cn2c(-c3nonc3N)nc3ccccc32)cc1OCC	-16	-26	12	-26
Nc1c(C(=O)NC2CCCC2)c2nc3ccccc3nc2n1/N=C/c1ccco1	-9	-29	15	-29
COc1ccc(C(CC(=O)Nc2nccs2)n2cccc2)cc1 (centres undefined)	-10	-18	24	-18
COc1ccc(N2COC3c4cccc5cccc(c45)C32)cc1 (centres undefined)	-19	0	25	x
COc1ccc(CNC(=S)Nc2ccccc2C)cc1	8	7	-3	7
COc1ccc2c(c1)CCc1c(C(=O)N3CCCc4ccccc43)noc1-2	-10	-3	36	-3

High-throughput results as filed in PubChem BioAssay.
